# High-throughput results: PubChem, National Center for Advancing Translational Sciences (NCATS)
# pAkt inh = inhibitors of Akt phosphorylation; Neuro2A IGF-stimulated pAkt S473 HTRF, 20 min; hits give low values; activity change, % for hits at 50 µM; actives 0.32% (n = 360,000); in the data active = activity change below about -80%; inconclusive = mostly about -51% to -80%; also: % is scaled to controls: 0 for no effect and ±100 for the full control effect
#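 Neuro2A cells (4,500/well, DMEM with 0.5% FBS) were treated with compound at a single 50 µM final concentration, stimulated with 6 nM IGF for 20 min at 37 °C, and lysed. Phospho-Akt Ser473 was read by HTRF as 665/615 ratio ×10^4.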
# A549 viability = A549 cytotoxicity, counter-screen for Nrf2 inhibitors; AID 504648; Potency, µM (series often up to 46 µM), for inactives: at the highest dose activity change, negative = cytotoxicity, actives largely listed as inhibitors; A549 ARE-Fluc cells, CellTiter-Fluor viability, 18-24 h; actives 0.16% (n = 390,000); also: potency is read from the fitted curve at half-maximal effect; % is scaled to controls: 0 for no effect and ±100 for the full control effect
#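 A549 ARE-Fluc cells in 5% FBS OPTI-MEM, 5000 cells/well, rested 2 h then exposed to compounds in concentration-response for 18-24 h at 37 °C. Viability by CellTiter-Fluor fluorescence (Ex 405/Em 525) after 30 min; luciferase luminescence (BugLite, 15 min, RT) read afterwards.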
# Nrf2 inh = blocks Nrf2 signaling; AID 504444; Potency, µM (top dose mostly 46 µM), for inactives: top-dose activity change, negative = inhibition, usual class: inhibitors; actives 2.1% (n = 360,000); A549 ARE-Fluc reporter, luciferase luminescence, 18-24 h; also: potency is read from the fitted curve at half-maximal effect; % is scaled to controls: 0 for no effect and ±100 for the full control effect; nearly all actives have a fitted effect of over 60% in size
#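 Concentration-response testing used A549 ARE_Fluc cells at 5000 cells/well. Following an 18-24 h compound incubation, viability was read by fluorescence (Ex 405/Em 525) and luciferase output by luminescence.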
# Abeta rescue = restores growth of yeast expressing A-beta42 peptide | yeast expressing A-beta42, growth rescue, OD600, 48 h; response scale: 0% DMSO, 100% iron-clioquinol control | Potency, µM (series often up to 46.1 µM), for the others: top-dose growth rescue, usual class: activators | actives 0.063% (n = 410,000) | AID 1347071; also: potency is read from the fitted curve at half-maximal effect; nearly all actives have a fitted effect of over 55% in size
#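 Growth rescue measured by 600 nm absorbance after 48 h yeast culture at 30 C with compound. Values normalized between DMSO and an equimolar ferric chloride plus clioquinol control.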
# CCT modulator = cytosolic chaperonin activity modulation; purified chaperonin ATPase assay, HTRF ADP detection, 30 min; activity change, % (test concentration not listed), hits read low; AID 651819; actives 0.3% (n = 360,000); in the data active = activity change below about -30%; also: % is scaled to controls: 0 for no effect and ±100 for the full control effect
#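 First, chaperonin was dispensed at 40 nM or 20 nM final depending on batch activity. Next, compounds were pinned at 76 uM and ATP added at 10 uM. After 30 min at 37 °C, ADP detection reagents ran 30 min at ambient temperature.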
# TGFb inhibitor = inhibitors of TGF-b signaling | HepG2 CAGA-GFP TGF-b/SMAD3 reporter, GFP fluorescence, 18 h; TGF-beta stimulated, 500 pg/mL final | Potency, µM (top dose mostly 46.1 µM), without a hit: at the top dose activity, negative = inhibition, usual class: inhibitors | actives 1.2% (n = 410,000); also: potency is read from the fitted curve at half-maximal effect; % is scaled to controls: 0 for no effect and ±100 for the full control effect; nearly all actives have a fitted effect of over 65% in size
#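 HEPG2 CAGA-GFP reporter cells (1000/well, DMEM with 1% FBS) received compounds, then recombinant TGF-beta at 500 pg/mL final for 18 hours at 37 degrees C. Per-cell GFP summed per well was normalised to unstimulated and stimulated DMSO controls before curve fitting.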
# Mm-Cpn inhibitor = M. maripaludis TRiC chaperonin inhibition; purified Mm-Cpn ATPase, ADP Transcreener TR-FRET; Potency, µM (highest dose often 76.9 µM), for the others: at the highest dose activity, negative = inhibition, actives largely listed as inhibitors; actives 0.031% (n = 330,000); also: potency is read from the fitted curve at half-maximal effect; % is scaled to controls: 0 for no effect and ±100 for the full control effect; nearly all actives have a fitted effect of over 80% in size
#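 Purified archaeal Mm-CPN (25nM final) preincubated 10 min at 37degC with compound, then 10uM ATP for 30 min at 37degC; ADP measured by HTRF Transcreener TR-FRET; buffer 30 mM TRIS pH 7.4, 100mM KCl, 5mM MgCl2, 1mM DTT.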
# Nrf2 ARE act = activators of Nrf2 (ARE) signaling. AREc32 ARE-luciferase reporter (MCF7-derived line), luminescence, 24 h. Potency, µM (top dose mostly 46.1 µM), inactives show top-dose activation, usual class: activators. actives 0.31% (n = 410,000); also: potency is read from the fitted curve at half-maximal effect; % of control where 0% means no effect; nearly all actives have a fitted effect of over 65% in size
#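 ARE activation measured as luciferase luminescence (Steady-Glo, 30 min RT) in AREc32_Fluc cells after 24 hr compound exposure at 37 deg C, 5% CO2; cells seeded overnight at 1000/well in OPTI-MEM, 5% FBS.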
# HepG2 tox = counter-screen for TGF-b inhibitors: cytotoxicity in HepG2 cells; HepG2 CAGA-GFP viability, ATP luminescence, 18 h; AID 588856; Potency, µM (top dose mostly 46.1 µM), for the others: at the top dose activity change, negative = cytotoxicity, actives largely listed as cytotoxic; actives 0.76% (n = 410,000); also: potency is read from the fitted curve at half-maximal effect; some results filed as inactive show a strong effect at the top dose
#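 HepG2 CAGA-GFP cells (1000/well, DMEM with 1% FBS) received compound, then TGF-beta at 500 pg/mL final, and were incubated 18 hours at 37 degrees C. Viability was read by CellTiter-Glo luminescence. Media-only wells were set as complete cell-killing and DMSO as no toxicity.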
# * hit, by the source's call; i = inactive; u = inconclusive; x = not tested or not shown; [ ] = remark or other dose. Unless noted, calls follow the shape of the dose curve; as a rule, active = well fitted curve in the direction sought with a large enough effect; inconclusive = small, poorly fitted or top-dose-only effect, or another doubt; inactive = no such curve, though single readings can be large; an effect the other way counts as inactive or inconclusive.
SMILES,pAkt inh,A549 viability,Nrf2 inh,Abeta rescue,CCT modulator,TGFb inhibitor,Mm-Cpn inhibitor,Nrf2 ARE act,HepG2 tox
O=C(CSc1nnc(-c2ccc(Cl)s2)o1)N1CCCc2ccccc21,i,-3.7%,-8.8%,0.0%,1.8,11.4%,-0.2%,9.1%,-0.8%
COc1ccc(C2C(C(C)=O)=C(O)C(=O)N2CCc2c[nH]c3ccccc23)cc1 (stereo unspecified),i,0.3%,7.5%,-15.5%,0.0,22.5%,-1.2%,0.5%,8.4%
CC1CCCCC1NC(=O)C1CCN(S(=O)(=O)c2ccc(-n3cnnn3)cc2)CC1 (stereo unspecified),i,10.0%,-11.9%,2.4%,-4.4,-9.0%,0.3%,-0.7%,-17.4%
CCOC(=O)c1ccc(CN(Cc2ccc(F)cc2)S(=O)(=O)c2cc(C(=O)Nc3cccc(C(F)(F)F)c3)ccc2F)cc1,x,-1.7%,x,-5.0%,x,-16.9%,x,2.6%,-14.2%
CCOc1cc(/C=C\c2nc(O)c([N+](=O)[O-])c(=O)[nH]2)ccc1OC(C)CC (stereo unspecified),i,-12.9%,7.9%,-19.0%,-0.2,-13.4%,-0.5%,0.6%,-17.2%
CCn1cc(CN(C)C(=O)/C=C/c2ccc([N+](=O)[O-])cc2)c(C)n1,i,11.8%,-20.6%,-9.3%,-2.3,3.3%,-0.7%,-0.1%,8.0%
O=C(c1ccccc1)c1c(O)cc(-c2ccccc2)oc1=O,i,6.4%,-9.7%,8.5%,-1.3,-19.5%,1.4%,2.6%,-10.5%
COc1cc(-c2noc(C)c2C(=O)NCCCn2ccnc2)cc(OC)c1OC,i,-0.7%,3.3%,-3.7%,-1.8,0.2%,-3.4%,2.3%,-2.3%
CC(C)n1cnnc1SCC(=O)NCC(=O)Nc1ccc(F)cc1,i,-0.8%,1.3%,12.5%,0.0,5.7%,0.0%,0.2%,6.5%
C#Cc1ccc(CN2CCC(C(=O)Nc3ccc(Oc4ccccc4)nc3)CC2)cc1,i,u,18.4µM*,11.0%,-0.4,u,0.5%,2.5%,-28.9%
Cc1ccc(NS(=O)(=O)c2ccc(C)c(C(=O)N3CCOCC3)c2)cc1,i,1.3%,1.6%,2.3%,1.3,-20.1%,-1.5%,0.1%,5.1%
COc1cccc(CNC(=O)c2cnc(-c3ccccn3)nc2C(F)(F)F)c1,i,2.7%,-26.2%,9.3%,-1.3,5.0%,-19.5%,1.7%,-20.9%
COc1ccc2nc(SCC(=O)Nc3c(C)cccc3C)[nH]c2c1,i,-7.0%,-24.3%,12.5%,-2.3,1.6%,-1.0%,0.0%,-2.3%
O=C(c1ccc(F)cc1)N1CCCC(C(=O)N2CCc3ccccc3C2)C1 (stereo unspecified),i,0.3%,-23.2%,-13.8%,0.8,-7.2%,2.2%,-0.7%,2.3%
O=C(CCCCn1c(=O)[nH]c2ccccc2c1=O)NC1CCN(Cc2ccccc2)CC1,i,7.0%,-2.8%,-12.4%,-2.7,u,0.7%,-0.3%,-53.3%
NS(=O)(=O)c1ccc(NC(=O)C2CCCO2)cc1 (stereo unspecified),i,-1.6%,0.3%,-5.8%,2.1,6.0%,1.0%,-0.7%,14.0%
Cc1ccnc(NS(=O)(=O)c2ccc(NS(C)(=O)=O)cc2)n1,i,-0.8%,3.4%,-1.6%,1.7,-0.5%,-0.1%,0.3%,1.8%
NC(=O)/C(=C/c1ccc2c(c1)OCO2)NC(=O)c1ccco1,i,-8.6%,1.3%,-9.1%,0.4,-0.7%,0.4%,2.8%,14.7%
Cn1cc(CN2CCN(Cc3ccccc3)CC2)c(-c2cccc(Cl)c2)n1,i,0.6%,-2.3%,x,1.3,u,0.1%,2.2%,-28.2%
Cc1cccc2sc(NNC(=O)c3ccc4c(c3)OCCO4)nc12,i,-7.7%,-25.1%,u,-6.7,-26.6%,2.9%,6.1%,-29.9%
O=C(Nc1cccc(F)c1)C1CCN(c2nc3ccccc3[nH]2)CC1,x,-8.1%,x,4.6%,x,-2.2%,x,3.5%,4.1%
O=C(Nc1ccccc1C(=O)O)c1cccc(N2C(=O)c3ccccc3C2=O)c1,i,1.4%,12.7%,-2.2%,-1.8,2.6%,-0.5%,-0.3%,-0.6%
O=S(=O)(NC1CC1)c1ccc2c3c(cccc13)CC2,i,-0.5%,u,-1.2%,-2.6,-14.8%,-2.6%,1.9%,-4.2%
CCCC(C(=O)NC1CCCC1)N(Cc1ccc(F)cc1)C(=O)c1snc(C(N)=O)c1N (stereo unspecified),i,-3.0%,4.6%,-12.6%,0.6,5.8%,-0.1%,1.0%,-2.2%
CC(=O)COC(=O)C1CCN(S(=O)(=O)c2cc([N+](=O)[O-])ccc2Cl)CC1,i,2.9%,3.7%,4.7%,-0.4,2.8%,1.5%,14.1µM*,-0.7%
COc1cc(NC(=O)Cn2c(=O)n(Cc3ccccc3OC)c(=O)c3cccnc32)cc(OC)c1,x,3.5%,11.9%,-25.7%,x,9.0%,x,-0.1%,-13.8%
CCc1nc2c(OCCC3CCCCC3)cccn2c1N(C)C(=O)C1CC1,i,x,x,-10.6%,-1.5,-25.7%,x,0.9%,3.5%
CCCC(=O)c1cn(CC(=O)OC)c2ccccc12,i,-3.1%,2.3%,0.7%,3.2,17.5%,2.1%,-0.4%,-0.6%
O=C(Nc1nc(-c2cc(F)ccc2F)cs1)C1=COCCO1,i,-2.8%,u,11.5%,3.4,-1.5%,-5.5%,8.2%,0.0%
CC1CCCCN1S(=O)(=O)c1ccc(N(C(=O)c2cnccn2)C(C(=O)NC2CCCCC2)c2cccs2)cc1 (stereo unspecified),i,-4.0%,-23.1%,8.5%,-1.2,u,-2.8%,2.5%,-28.8%
COc1ccc(-n2nc3ccc(N)cc3n2)cc1,i,x,x,-17.7%,1.1,-16.1%,x,4.6%,-10.2%
COc1ccc(CNC(=O)CN2C(=O)NC(Cc3ccccc3)(c3ccccc3)C2=O)cc1OC (stereo unspecified),i,0.6%,1.6%,2.3%,-0.9,-14.0%,1.6%,-0.4%,-4.4%
Nc1cc(-c2cccc(Br)c2)nn1Cc1ccccc1,i,-7.8%,1.8%,-32.6%[inhibitor],1.1,4.0%,1.2%,3.7%,2.7%
O=C(Nc1ccc(N2CCN(C(=O)c3ccco3)CC2)cc1)c1ccco1,i,-6.2%,6.3%,-8.2%,-0.2,-0.3%,-4.1%,0.3%,6.4%
O=C(CNC(=O)c1ccc(Br)o1)Nc1ccccc1,i,2.5%,-10.4%,5.5%,-4.1,-0.5%,-2.3%,0.3%,-1.3%
CC1CC1C(=O)OCC(=O)NC(=O)c1ccc(C(C)(C)C)cc1 (stereo unspecified),i,0.2%,-6.3%,11.3%,-6.4,9.7%,0.5%,0.1%,-8.0%
O=C(Cc1ccc(F)cc1)Nc1c(C(=O)N2CCN(c3ncccn3)CC2)oc2ccccc12,i,-0.4%,-23.2%,-1.4%,-4.3,-15.0%,0.6%,0.0%,-19.1%
Cc1nn(-c2ccccc2)c(C)c1/C=C/C(=O)OC(C)C(N)=O (stereo unspecified),i,-5.7%,10.1%,-19.2%,0.6,-5.1%,0.5%,2.5%,2.6%
O=C(C1CCCN(Cc2cc(Br)ccc2O)C1)N1CCCCC1 (stereo unspecified),i,0.5%,-9.0%,-5.8%,-0.9,7.0%,0.1%,-0.9%,3.8%
COc1ccc(/C=N/NC(=O)c2nn(-c3ccc(C)c(C)c3)c(=O)c3ccccc23)cc1,i,-7.0%,x,-5.3%,2.4,13.4%,1.0%,3.1%,4.8%
CCCNC(=O)C1(C)CCCN(C(=O)Cc2ccc3ccccc3c2)C1 (stereo unspecified),i,x,x,-7.4%,2.0,5.5%,x,-0.1%,-2.2%
C/C(=N\NC(=O)c1ccccc1Cl)c1ccccn1,i,u,u,4.3%,1.5,u,2.3%,2.4%,-13.5%
CCOC(=O)c1cc(CC)sc1NC(=O)c1ccc([N+](=O)[O-])c(N2CCOCC2)c1,i,2.7%,0.5%,3.3%,3.5,-5.0%,2.8%,-0.8%,-6.4%
Cc1cc(C)c(NC(=O)/C=C\C(=O)O)c([N+](=O)[O-])c1,i,-1.4%,4.0%,-22.9%,1.4,-22.1%,0.6%,2.0%,3.1%
Cc1nc(N/N=C/c2cccnc2)cc(N2CCOCC2)n1,i,x,x,-2.2%,2.1,-3.7%,x,0.1%,5.6%
Cc1ccc(NC(=O)c2cccc(N3CCCS3(=O)=O)c2)cc1C,x,-9.5%,16.0%,-22.5%,x,-1.4%,x,4.6%,-12.3%
CCCCOc1ccc(C(=O)Nc2sc3c(c2C(=O)OCC)CCCCC3)cc1,x,-2.2%,4.8%,-14.0%,x,-0.2%,x,0.1%,-4.4%
